ERAP1 inh: blocks human ERAP1 aminopeptidase activity. Q9NZ08. recombinant ERAP1, Leu-AMC fluorescence, 60 min. inhibition, % at 10.7 µM. actives 0.15% (n = 340,000). AID 652197;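 active means mean replicate inhibition of at least 30%, or all replicates individually reaching that 30% level; inactive means mean below 30% and not every replicate reaching it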;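 further: 0% = neutral control wells and 100% = L-leucinethiol positive control wells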
Target sequence (Q9NZ08 whole entry, looked up): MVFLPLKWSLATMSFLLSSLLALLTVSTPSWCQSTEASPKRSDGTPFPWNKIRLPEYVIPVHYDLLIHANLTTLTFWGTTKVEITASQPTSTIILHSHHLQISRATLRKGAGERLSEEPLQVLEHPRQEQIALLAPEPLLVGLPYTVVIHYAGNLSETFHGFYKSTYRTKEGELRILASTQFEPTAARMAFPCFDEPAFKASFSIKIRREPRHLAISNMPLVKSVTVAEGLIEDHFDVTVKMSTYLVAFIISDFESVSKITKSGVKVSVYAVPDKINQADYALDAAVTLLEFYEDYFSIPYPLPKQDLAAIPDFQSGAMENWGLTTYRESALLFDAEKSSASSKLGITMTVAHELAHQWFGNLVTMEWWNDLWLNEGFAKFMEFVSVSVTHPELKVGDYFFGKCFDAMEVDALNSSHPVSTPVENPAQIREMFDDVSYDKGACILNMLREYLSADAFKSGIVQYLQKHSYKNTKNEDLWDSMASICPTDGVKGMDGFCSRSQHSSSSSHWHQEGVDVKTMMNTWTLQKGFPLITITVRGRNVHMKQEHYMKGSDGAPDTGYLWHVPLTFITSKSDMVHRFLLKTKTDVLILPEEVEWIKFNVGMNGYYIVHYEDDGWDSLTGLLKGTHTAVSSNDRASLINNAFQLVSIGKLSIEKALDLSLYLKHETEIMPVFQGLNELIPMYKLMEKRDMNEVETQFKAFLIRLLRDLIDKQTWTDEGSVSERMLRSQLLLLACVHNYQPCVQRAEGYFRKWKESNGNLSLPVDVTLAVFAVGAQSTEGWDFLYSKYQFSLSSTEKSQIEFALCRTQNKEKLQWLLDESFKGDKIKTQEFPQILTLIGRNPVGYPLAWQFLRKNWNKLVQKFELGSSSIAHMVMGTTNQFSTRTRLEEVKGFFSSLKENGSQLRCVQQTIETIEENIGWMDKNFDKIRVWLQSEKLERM
RAD52 anneal inh: RAD52 (human) annealing inhibition | actives 0.46% (n = 360,000) | inhibition, % at 18.7 µM | AID 651710 | P43351 | recombinant RAD52 DNA annealing, FRET fluorescence;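 active means every replicate showing at least 50% inhibition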
Xi reactivation: X-chromosome reactivation activator; XiGFP mouse fibroblasts, % GFP-positive cells imaging, 3 d; cells co-treated with 5-aza-dC sensitizer; scaled so ellipticine positive control = 100%; activation, % at 7.58 µM; actives 0.055% (n = 360,000); AID 743238;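 active means mean normalized replicate activation at least 10% and every replicate at or above 10%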;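 further: 0% = median of on-plate neutral control wells and 100% = ellipticine 6 µM median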
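Schedule: 3 d treatment, 15 min room-temperature fixation; system: 68-5-11 XiGFP fibroblast line; buffer or medium: DMEM plus 5-aza-dC sensitizer; control set: ellipticine 6 µM positive control; compound: one concentration, pinned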
ARNT-TACC3 inh: disruptors of human ARNT/TACC3 interaction. Q9Y6A5. AlphaScreen His-ARNT PAS-B/GST-TACC3 binding, luminescence; TACC3 fragment carries E629A point mutation. inhibition, % at 9.99 µM. actives 0.66% (n = 390,000). AID 623870;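 active means mean inhibition of replicates at least 50% and at least half of replicates each reaching 50%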;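 further: 0% = complete ARNT plus TACC3 wells and 100% = ARNT alone without TACC3; many hits fall short of the cut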
RAD54 branch: blocks human RAD54 Holliday junction branch migration; Q92698; FAM/BHQ fluorescence; inhibition, % at 10.4 µM; actives 0.14% (n = 360,000); AID 602329;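 active means mean normalized replicate activity at least 40 and at least half of replicates scoring 40 or more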;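 further: 0% = median of neutral control wells and 100% = median of positive control wells; inhibitors cause a drop in the FAM fluorescence signal; in these data hits start at about 50%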
GSIS activator: primary screen for activators of insulin secretion dependent on glucose, INS-1E cells, GLuc reporter luminescence. activation, % at 16.6 µM. INS-1E GLuc reporter insulin secretion, 2-3 h. AID 743287. actives 0.61% (n = 370,000);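 active means lowest replicate activation of at least 40%, so every replicate reaches that level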;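 further: 0% = median of neutral control wells and 100% = median of IBMX positive control wells; some compounds called inactive have numbers as strong as hits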
esBAF inh: SWI/SNF esBAF complex inhibition; mouse ES cells, Bmi1-luciferase knock-in reporter, 24 h; 100% = twice the neutral-well signal; reporter increase, % at 12.5 µM; actives 2% (n = 350,000); AID 602393; in the data active means activation above about 40%;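 further: 0% = median of the plate's neutral control wells and 100% = double that signal; a rise in the Bmi1 reporter signal indicates esBAF inhibition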
F508del corr: CFTR F508del correction in bronchial cells; activity (quench increase), % at 7.58 µM; actives 0.36% (n = 350,000); CFBE cells, YFP halide quenching; stimulated with forskolin plus potentiator P3; % fluorescence drop versus neutral controls;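 active means mean added fluorescence quench of at least 8% versus neutral control, with both replicates also reaching 8%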;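 further: cells transiently co-express mutant CFTR-F508del with the halide-sensitive YFP; corrector assay measuring rescue of mutant channel to the surface after 24 h compound exposure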
The depositor's hits bear a star; / = not tested or not shown; & = joins results of further samples.

Below each SMILES – ERAP1 inh, RAD52 anneal inh, Xi reactivation, ARNT-TACC3 inh, RAD54 branch, GSIS activator, esBAF inh, F508del corr
Cc1nc(N2CCN(c3ccccn3)CC2)c2c(C)c(C(=O)Nc3ccc(F)cc3Cl)sc2n1
 : 9, -11, 0.1, -1, 3, 1, 28, -2.6
CCCCN(C(=O)CCNC(=O)NC12CC3CC(CC(C3)C1)C2)c1c(N)n(CCCC)c(=O)[nH]c1=O
 : 1, -12, 0.0, -9, -11, -22, 8, -1.7
CC1CN(c2nnc(NC(=O)c3ccccc3)s2)CC(C)O1 (configuration not stated)
 : 2, -8, 0.2, -9, /, 1, /, 3.3
CO[C@@H]1CN(C)C(=O)c2ccc(NC(=O)Nc3ccc(Cl)cc3)cc2OC[C@H](C)N(C)C[C@H]1C
 : -2, 20, 0.5, 0, -2, -21, -1, /
COc1ccc(N2CC(C(=O)Nc3nnc(SCC(=O)NC(C)(C)C)s3)CC2=O)cc1 (configuration not stated)
 : /, -5, -0.2, 3, /, 4, /, 0.0
COCCCNc1nc2cc(OC)c(OC)cc2c2nc(-c3ccccc3)nn12
 : -1, -2, 0.2, -21, 39, -2, 3, -0.8
CCCCOc1nc2c(c(=O)n(C)c(=O)n2C)n1C
 : -2, -12, 0.2, /, -7, 17, -6, -4.3
CSc1nc(C(C)C)ccc1CNC(=O)CC(C)c1ccccc1 (configuration not stated)
 : -1, -2, 0.0, 4, -3, -47, 5, 2.1
CN1CCN(CCNC(=O)Cn2c(=O)c3cccn3c3ccc(F)cc32)CC1
 : -4, 3, 0.0, 19, 7, 4, 3, 1.8
NC(=O)NC(CC(=O)N1CCc2ccccc2C1)c1ccc(Cl)cc1 (configuration not stated)
 : 2, -5, 0.3, 4, 9, 2, 1, -0.6
CCC(C(=O)NCCCN1CCN(C)CC1)n1nc(C)n2c(cc3occc32)c1=O (configuration not stated)
 : 0, -14, 0.0, -2, -7, 7, -5, 0.3
C[C@@H](C(=O)Nc1ccc2ccccc2c1)[C@H]1C[C@]1(C)[C@H](NC(=O)c1cccnc1)c1ccccc1
 : -2, -10, -0.1, /, /, -48, /, 0.4
CCCCCN(C(=O)NC(=O)Nc1ccccc1C)S(C)(=O)=O
 : /, /, /, -6, 0, -8, 4, /
COc1cccc(C(C)(O)c2nc(-c3cccc(C#N)c3)cs2)c1 (configuration not stated)
 : 3, -10, -0.1, /, -1, -25, -9, 3.1
C[C@@H]1CN([C@H](C)CO)S(=O)(=O)c2ccc(C#CC(C)(C)O)cc2O[C@H]1CN(C)C(=O)C1CCCCC1
 : /, -13, -0.2, /, 9, -2, 4, 1.5
O=C(COC(=O)c1ccc[nH]c1=O)NCC1CCCO1 (configuration not stated)
 : /, /, /, -6, 5, 13, -4, /
COc1ccc(S(=O)(=O)Nc2cccc3c2O[C@@H](CN(C)S(=O)(=O)c2cccs2)[C@@H](C)CN([C@H](C)CO)C3=O)cc1
 : 3, 2, 0.4, 1, 4, -12, 5, -1.6
CC(=O)C1=C(C)N(Cc2ccc(F)cc2)C(=S)NC1c1ccccc1 (configuration not stated)
 : 1, -13, 0.1, /, /, -36, /, 0.9
O=C(C[C@H]1CC[C@H](NC(=O)c2ccncc2)[C@H](CO)O1)NCCc1ccncc1
 : -1, -3, -0.6, -10, 1, 1, -6, -1.9
C#CCN(C[C@H]1[C@H](OC(=O)Nc2c(C)noc2C)[C@H](OC(=O)Nc2c(C)noc2C)C[C@H]2C(=O)N(c3ccccc3)C(=O)[C@@H]12)S(=O)(=O)c1ccc(C)cc1
 : 8, -2, -0.4, /, 4, -7, -7, -2.2
CCOC(=O)c1csc(NC(=O)CSc2nnnn2-c2ccc(OCC)cc2)n1
 : 0, -5, /, 1, -1, -4, -7, -1.3
Cn1nc(C(=O)OCC(=O)c2ccc(Cl)cc2)c2ccccc2c1=O
 : 1, -21, 0.0, -6, 1, 13, -6, 1.7
C[C@H]1CN([C@@H](C)CO)C(=O)c2cc(NC(=O)NC3CCCCC3)ccc2O[C@H]1CN(C)Cc1ccc(C(=O)Nc2ccccc2N)cc1
 : 2, -11, -0.1, -5, -4, -4, -20, -1.5
N#Cc1ccc(-c2nc3c4ccccc4ccn3c2Cc2cccc(Cl)c2)cc1
 : -2, -51, -0.1, /, 1, -21, -8, 1.7
Nc1nnc(SCC(=O)OCC(=O)c2ccccc2)s1
 : -1, -36, 0.4, 1, /, -4, /, -5.4
CN(CC(=O)Nc1ccc(Cl)cc1)C(=O)c1ccc(N2CCCC2=O)cc1
 : -3, -5, 0.0, 5, 4, 0, 16, 4.9
COc1ccc2c3c(n(C)c2c1)[C@@H](CO)N(C(=O)Nc1ccc(F)cc1)CC31CN(C(=O)c2ccc3c(c2)OCO3)C1
 : -3, -13, 0.1, /, /, -3, /, 2.2
Cc1ccc(NC(=O)CN(C)C(=O)CSc2ccc3c(c2)OCCO3)cc1
 : -3, -13, 0.5, -4, -22, -3, -1, -1.0
Cc1ccc(S(=O)(=O)Nc2cccc3c2O[C@H](CN(C)Cc2ccc(C(=O)O)cc2)[C@@H](C)CN([C@@H](C)CO)C3=O)cc1
 : 1, -5, -0.3, -4, -1, 12, -1, -0.7
C#CCNC(=O)C1=C[C@@H](C2CC2)C[C@@H](OCCCCO)O1
 : 7&1, 4&-5, -0.2, -5&6, 4&-9, /, 10, -2.0&1.2
O=C(CNC(=O)c1sc2ccccc2c1Cl)NCc1cccc(C(F)(F)F)c1
 : 0, -17, 0.1, -19, -8, -10, 8, 0.8
Cn1cnc2c(=O)[nH]cc([N+](=O)[O-])c21
 : -1, 6, -0.1, /, /, 9, /, -0.5
COc1ccc(NC(=O)N2CCCCN3[C@H](C2)[C@H](c2ccc(-c4ccccc4F)cc2)[C@@H]3CO)cc1
 : 1, -24, 0.1, 21, 12, -25, 1, 2.7
CCCCSc1nc2[nH]ncc2c(=O)[nH]1
 : 4, -14, 0.5, 4, -18, 69*, -4, /
C[C@H]1CN([C@@H](C)CO)C(=O)Cc2cc(NC(=O)c3ccncc3)ccc2O[C@H]1CN(C)C(=O)Nc1cccc2ccccc12
 : -4, -7, -0.1, 0, 6, 24, 3, -2.3
Cc1cc(C)cc(NC(=S)/C(=C(\[O-])c2ccc(Cl)s2)[n+]2cccc(C)c2)c1
 : 3, -10, 0.0, 8, /, 1, /, /
CN(Cc1c(F)cccc1Cl)C(=O)COC(=O)Cn1cnc2ccccc2c1=O
 : -9, -25, 0.5, /, -2, 9, 6, -3.5
CC(=O)c1nnn(-c2c(F)cccc2F)c1C
 : /, -15, 0.0, -6, -9, /, 17, -4.5
COc1ccccc1CN(C(=O)CNC(=O)c1ccco1)C(C(=O)NCC1CCCO1)c1ccc(OC)c(OC)c1 (configuration not stated)
 : -1, 6, 0.0, 6, -9, 6, -6, -1.5
C[C@@H]1CN([C@H](C)CO)C(=O)Cc2cc(NC(=O)Nc3ccc(F)cc3)ccc2O[C@H]1CN(C)S(=O)(=O)c1cccs1
 : 1, -13, 0.0, 7, 3, -3, -3, -1.6
CCOC(=O)N1CCC(NC(=O)CS(=O)(=O)Cc2nc(-c3ccccc3Cl)oc2C)CC1
 : 0, -13, 0.0, -5, -6, -12, 9, -0.5
OCCCCc1nccc2c1[nH]c1ccccc12
 : 1, -6, 0.1, /, /, 10, /, -1.9
Cn1cnc(S(=O)(=O)N2CCCCN3[C@@H](CO)[C@H](c4ccc(C5=CCCC5)cc4)[C@@H]3C2)c1
 : 0, 12, /, /, -5, /, /, -2.1
COc1cc([C@@H]2CC=C(C(=O)O)[C@H](c3ccccc3F)N2S(=O)(=O)c2ccc(C)cc2)cc(OC)c1OC
 : 1, -13, 0.0, -1, 9, /, 1, -0.1
CC(C)=CC(=O)NCCc1ccccc1
 : /, /, /, 21, 9, -6, 9, /
COc1ccc(S(=O)(=O)N2CCC(c3cc(-c4cccc5ccccc45)n[nH]3)CC2)cc1
 : /, /, /, -3, -13, -17, 0, /
CCN1C(=NCC2CC2)N[C@@H](c2ccccc2)C(C(=O)OC)=C1C
 : 3, -5, 0.0, -5, -5, 11, 1, -1.8
CC(=O)c1cccc(NC(=O)c2cccc(S(=O)(=O)N3CCOCC3)c2)c1
 : -5, -19, 0.4, 5, -3, 15, -11, 1.0
O=C(CSCc1ccc(Cl)cc1)Nc1ccc(O)cc1C(=O)O
 : -9, -11, 0.1, 46*, -5, 12, -5, -1.0
COC(=O)c1ccccc1NC(=O)c1cc[n+](C)cc1
 : 0, 0, 3.4, -1, 3, /, 1, 1.8
CC1(C(=O)NCCC#N)CCN1C(=O)C1(c2ccccc2)CCCC1 (configuration not stated)
 : -1, -10, 0.1, /, -4, /, -1, 0.2
O=[N+]([O-])c1cccc(/C=N/N2CCN(c3ccccn3)CC2)c1
 : -3, -14, -0.1, -1, /, /, /, /
NS(=O)(=O)c1ccc(N=Nc2c(O)ccc3ccccc23)cc1
 : -4, -12, 0.3, -9, /, -3, /, 5.2
COc1cccc(/C=N/NC(=O)c2ccc(=O)n(C)c2)c1OC
 : 2, -1, 0.0, 1, -13, /, /, 0.2
Cc1nc2sc3c(c2c(=O)n1N)CCC3
 : -2, -5, 0.4, 15, /, 16, /, -2.1
Cc1ccccc1NC(=O)CSC1=C(C#N)C(c2ccsc2)CC(=O)N1 (configuration not stated)
 : /, /, /, -22, 8, -2, 18, /
CC(C)C[C@H]1CN(CCCC[C@@H]2CNC(=O)C(=O)N2Cc2ccccc2)C(=O)C(=O)N1CC1CCCCC1
 : -1, -15, 0.5, /, /, /, /, 0.9
COc1cccc(/C=C(/C(=O)OCC(N)=O)c2ccccc2)c1
 : 0, 1, -0.2, 9, /, 5, /, 0.5
Cc1ccccc1S(=O)(=O)N1CC(=O)N2[C@H](CO)[C@@H](c3ccc(C#CCN(C)C)cc3)[C@@H]2C1
 : 3, -9, 0.0, /, /, 1, /, 1.1
O=C(OCC(=O)N1CCCCCC1)c1ccc[nH]c1=O
 : -2, -6, 0.6, -19, -14, 4, 2, 1.1

Further entries:
Below each SMILES – ERAP1 inh, RAD52 anneal inh, Xi reactivation, ARNT-TACC3 inh, RAD54 branch, GSIS activator, esBAF inh, F508del corr
NC1=NC(=O)/C(=C\c2ccco2)S1
 : 4, -20, -0.1, 9, /, 26, /, 2.7
CN1CCN(c2nc3c(c(=O)n(C)c(=O)n3C)n2CC(=O)C23CC4CC(CC(C4)C2)C3)CC1
 : 1, -5, /, /, -5, -5, /, -0.1
Nn1c(COc2ccccc2)nnc1SCc1cc(=O)[nH]c2ccccc12
 : 7, -9, /, 4, -4, -11, -4, 1.2
O=C1[C@H]2CC3CCC2(O3)[C@@H]2OCCCN12 (some centres not stated)
 : -4, -13, 0.0, -4, -6, 5, 2, 1.4
COc1ccc(C(C)=O)cc1COc1ccc(-n2cnnn2)cc1
 : /, /, /, 2, 7, 18, 9, /
O=C(NCCCn1ccnc1)/C(=C\c1cccnc1)NC(=O)c1cccc(Br)c1
 : /, /, 0.0, 5, 9, 17, /, /
COc1ccc(CNC(=O)CCSCc2cccc(F)c2)cc1
 : -3, -6, 0.0, 1, 1, -15, -5, -0.6
CN(C)S(=O)(=O)c1ccc(Cl)c(C(=O)OCC(=O)NNC(=O)c2cccs2)c1
 : 3, -9, -0.1, 9, 10, -6, 2, -2.0
O=C(/C=C/c1ccccc1Cl)NCCN1CCOCC1
 : -7, -14, /, -11, -7, -1, -6, -0.2
COc1ccc(C)cc1NC(=O)C1CCCN(S(=O)(=O)c2cccc3nonc23)C1 (configuration not stated)
 : 1, -23, 0.0, 0, /, 8, /, 0.3
CCn1cc([C@@H]2C[C@H]3CN(Cc4cccc(Cl)c4)C(=O)[C@]34CCCN24)c(C)n1
 : 3, -25, 0.0, 0, /, -7, /, -1.5

Looked up above.
Under RAD54 branch, CC(C)=CC(=O)NCCc1ccccc1 reads 9
Under esBAF inh, C[C@H]1CN([C@@H](C)CO)C(=O)Cc2cc(NC(=O)c3ccncc3)ccc2O[C@H]1CN(C)C(=O)Nc1cccc2ccccc12 reads 3

From PubChem
